WT yeast gro inh = growth inhibition of WT yeast, mitochondrial fusion screen | mitochondrial fusion phenotypic screen, WT strain | 2.1% of 190,000 active | AID 1362 | inhibition, % at 10 µM; in the data active = inhibition above about 58%; tested in S. cerevisiae
Insulin prom up = MIN6 insulin promoter up-regulation; 0.3% of 190,000 active; AID 1625; z-score at 5 µM; MIN6 insulin promoter-GFP reporter, high-content imaging; hits give high values;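 active = z-score above 3 at 5 µM with at least 500 cells counted in the well; inconclusive = wells under 500 cells, flagged as cytotoxic or low count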
bCat nuc transl = modulators of beta-catenin nuclear translocation | HeLa beta-catenin nuclear translocation, immunofluorescence imaging | nuclear translocation activity, % at 5 µM | 0.3% of 190,000 active | AID 1665;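 active = nuclear translocation activity above 50% at 5 µM, with a well cell count of 50 or more; inconclusive = wells under 50 cells across six images, flagged as toxic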;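 note: per-cell ratio of nuclear to cytoplasmic median beta-catenin stain intensity; plate controls were DMSO negative control for no effect and GSK-3 inhibitor IX positive control for full effect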
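assay system = human HeLa cells, endogenous beta-catenin | times = compound treatment 24 h, 37°C, 5% CO2 | detection = Anti-beta-catenin immunofluorescence on PFA-fixed, Triton-permeabilized cells, DAPI nuclei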
PMI inhibitors = MPI enzyme activity inhibition – biochemical, fluorescence intensity, coupled assay, primary screen (AID 1209) | 0.42% of 190,000 active | inhibition, % at 20 µM; hits with a dose series show IC50 in µM | purified PMI enzyme, coupled fluorescence intensity; higher % means a stronger effect;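 note: plate controls were DMSO vehicle for no effect and wells lacking substrate for full effect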
Autophagy HCS = autophagy modulation, high-content screen. MEF GFP-LC3 puncta imaging; test concentration mostly 10 µM. calls only at 10 µM (by protocol). 0.98% of 190,000 active. AID 463193;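 active = percentage of spot-positive cells more than 3 SD above its plate mean, without a fluorescence outlier flag or 80% toxicity; inconclusive = no clear call, values can overlap the other calls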;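 note: spot-positive cell cutoff set from DMSO-treated cells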
Yfh1-depleted yeast = enhancers of respiration in Yfh1-depleted yeast, dose response, Friedreich's ataxia, plus single-dose screen (AID 1465); S. cerevisiae Yfh1-off respiration, WST-1 reduction, 72 h; higher fold induction means a stronger effect; 0.074% of 220,000 active; fold induction at 50 µM; hits with a dose series show EC50 in µM;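 active = fold induction of absorbance versus untreated yeast above a set limit, then at least 30% activation at any dose in follow-up; inconclusive = repeats straddling the limit, or above it without dose testing; inactive = fold induction below the set limit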;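 note: activators that raise dye reduction in frataxin-depleted yeast; strong numbers were not always called active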
human PMI inhibitors = MPI inhibition at elevated mannose 6-phosphate – biochemical, fluorescence intensity, high mannose 6-phosphate, primary screen (AID 1220); 0.66% of 190,000 active; recombinant PMI enzyme, coupled fluorescence intensity; higher % means a stronger effect; inhibition, % at 20 µM; hits with a dose series show IC50 in µM
Dynein transport = blocks dynein driven cargo transport along microtubules; 0.47% of 220,000 active; AID 1381; z-score, hits read low; 3617.4 mouse cells, GR-EGFP nuclear translocation imaging; test concentration mostly 20 µM; stimulated with dexamethasone, 1 µM; hits give low values;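 active = plate z-score of nuclear minus cytoplasmic receptor signal below a set negative limit, without overly bright fluorescence or cell loss, cut at about -3.5 in these data, passing the limit was not always enough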;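 note: z-score of nuclear minus cytoplasmic ring GR-EGFP intensity difference per well; some compounds called inactive have numbers as strong as hits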
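Buffer or medium: tetracycline-free induction medium containing charcoal-stripped FBS / Reagent: dexamethasone agonist, 1.0 µM final, for 30 min / Technique: automated 10x imaging of fixed Hoechst-stained cells / Times: induction 48 h, compound 1 h, agonist 30 min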
MT stabilize HCS = microtubule stabilization, imaging screen; HeLa tubulin immunostaining HCS, 24 h; share of cells brighter than vehicle mean+2SD; % tubulin-high responders, % at 10 µM; 0.83% of 200,000 active;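 active = plate Z-score above 3 for both tubulin-high and condensed-nucleus cell shares, with cell loss under 80%, at 10 µM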;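 note: anti alpha tubulin signal scored within the nucleus-defined area of each cell; some results filed as inactive read as strong as hits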
WT yeast gro inh mutant strain = further read-out of WT yeast gro inh, marked with its call; inhibition, %; mitochondrial fusion phenotypic screen, mutant strain inhibition
Dynein transport cytoplasmic EGFP = further read-out of Dynein transport, marked with its call; z-score; measured here: cytoplasmic GR-EGFP intensity; hits give high values
Dynein transport nuclear GR-EGFP = also measured in Dynein transport; calls as there; z-score; measured here: nuclear GR-EGFP intensity;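 lower value marks the stronger effect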
Dynein transport cell count = second read-out of Dynein transport, no call of its own (marks repeat the call); z-score; measured here: cell count per field
Insulin prom up cell count = second read-out of Insulin prom up, no call of its own (marks repeat the call); cell count; measured here: cytotoxicity, nuclei count;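 total cells summed across four imaged fields per well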
bCat nuc transl cell count 5 µM = also measured in bCat nuc transl; calls as there; cell count; measured here: cell count, cytotoxicity flag
MT stabilize HCS Hoechst-high % = second read-out of MT stabilize HCS, no call of its own (marks repeat the call); % Hoechst-high responders; measured here: nuclear condensation Hoechst responders;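 share of cells brighter than vehicle mean plus two SD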
MT stabilize HCS cytotoxicity % = second read-out of MT stabilize HCS, no call of its own (marks repeat the call); toxicity, %; measured here: cytotoxicity by cell density;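 0% = mean cell density of plate MIN control wells and 100% = no cells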
Autophagy HCS cell loss 18 h = also measured in Autophagy HCS; calls as there; toxicity, %; measured here: cell loss, nuclei count;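 cell loss after 18 h compound exposure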
Starred values were filed as active, the others as inactive; i = inactive; ? = inconclusive; . = not tested or not shown. Cut-off read from the data, not from the text of the source, unless noted: active = inhibition above about 50%; inactive = the rest.

SMILES	WT yeast gro inh	WT yeast gro inh mutant strain	Insulin prom up	Insulin prom up cell count	bCat nuc transl	bCat nuc transl cell count 5 µM	PMI inhibitors	Autophagy HCS	Autophagy HCS cell loss 18 h	Yfh1-depleted yeast	human PMI inhibitors	Dynein transport	Dynein transport cytoplasmic EGFP	Dynein transport nuclear GR-EGFP	Dynein transport cell count	MT stabilize HCS	MT stabilize HCS Hoechst-high %	MT stabilize HCS cytotoxicity %
COC(=O)c1ccccc1N1C(=O)[C@@H]2C(c3ccc(Br)cc3)=NO[C@@H]2C1=O	4	-2	0.58	1195	.	.	9%	i	2	i	-4%	-0.84	-0.19	-0.17	-0.7	3.4	2.3	6.5
CCOC(=O)CCC(NC(=O)c1ccc(NCN2C(=O)CCC2=O)cc1)C(=O)OCC (stereo unspecified)	22	2	-0.05	1115	-2.3	1204	5%	i	-1	i	-3%	0.16	-0.071	-0.12	0.4	2.3	1.9	3.9
COc1ccc(CCNC(=O)c2ccc(=O)[nH]n2)cc1OC	5	16	0.38	1508	-8.6	992	8%	i	4	i	12%	-1.4	-0.36	-0.52	1.1	3.3	3.0	3.9
C#CCNC(=O)C1=C[C@@H](c2ccccc2)[C@H](CCCO)[C@@H](OCC)O1	-8	2	1.1	1273	-0.1	1109	3%	i	16	i	-1%	-0.026	-0.21	0.38	-1.3	1.7	0.7	2.5
CCn1c(SCc2cccc(C)c2)nnc1-c1ccccc1	14	6	0.55	1224	1.9	1435	14%	i	-1	i	11%	-0.11	-0.44	0.084	-0.033	2.6	2.1	7.5
CCOC(=O)C1=C(O)CCn2c1nc1ccccc12	17	23	.	.	.	.	15%	i	9	i	5%	1.1	-0.16	0.91	-0.33	5.2	3.6	4.2
O=C(Oc1cccc2c(OC(=O)N3CCCC3)cccc12)N1CCCC1	7	7	0.55	1117	1.0	1101	24%	i	-5	i	57%*	-0.61	-0.18	-0.07	-0.69	4.2	1.5	5.2
N#Cc1cc(C(=O)c2cc(F)ccc2O)cn(-c2nccs2)c1=O	2	-12	.	.	0.1	948	-11%	i	-10	i	-22%	2.4	0.025	1.1	-1.6	3.7	2.7	5.6
O=C(O)C1C2C=CC3(O2)C1C(=O)N1c2ccccc2C2OCCC2C13 (stereo unspecified)	3	1	-0.28	1263	-2.3	1163	9%	i	-4	i	-2%	-0.19	-0.19	0.2	0.49	2.7	1.2	3.4
NNc1nc2c(Cl)ccc(Cl)c2s1	19	22	-0.35	1269	1.0	901	9%	i	11	i	13%	-0.27	-0.24	0.24	0.2	1.8	1.8	0.9
C/C(=C\C(=O)c1ccccc1)Nc1ccc2c(c1)OCO2	-6	2	-0.06	1523	-1.2	1219	14%	i	6	i	19%	0.014	-0.21	-0.026	-0.051	4.6	4.0	9.6
COc1ccc(CNC(=O)CCNS(=O)(=O)c2cccc3nsnc23)cc1	-7	-6	-1.2	1238	0.3	1079	-6%	i	-2	i	-9%	0.89	-0.36	0.21	-0.75	2.5	2.4	4.0
Nc1nc(NCCCN2CCOCC2)nc(Nc2ccc(F)cc2)c1[N+](=O)[O-]	0	-1	0.12	1134	.	.	-5%	i	-23	i	-6%	0.86	0.086	0.73	-0.91	1.6	6.7	12
O=C(N/N=C/c1ccc[nH]1)c1ccncc1	-25	-20	0.83	1214	.	.	-23%	i	-2	i	0%	0.43	-0.27	-0.034	0.048	2.4	2.2	6.5
C=CCOC(=O)C1=C(C)NC(C)=C(C(=O)OCC=C)C1c1ccc(O)cc1	5	-3	.	.	0.3	1166	18%	.	.	i	25%	.	.	.	.	.	.	.
c1ccc(OCc2nn3c(-c4ccccn4)nnc3s2)cc1	0	-4	.	.	-5.1	904	10%	i	5	i	7%	2.9	-0.045	2	-0.74	1.5	4.5	9.8
CC(=O)Nc1ccc(S(=O)(=O)Nc2cccc(-c3ccc4nncn4n3)c2)cc1	6	-13	-0.19	1190	-1.7	1120	4%	i	-12	i	7%	0.22	-0.074	0.22	-1.6	1.5	2.5	11
CCOC(=O)c1sc2nc3c(SCC(=O)O)cc(C(=O)c4ccccc4O)cn3c(=O)c2c1C	-17	7	-0.13	1577	-5.9	1103	-14%	i	-1	i	45%	-0.064	-0.28	0.2	-0.89	5.5	1.6	4.1
O=C(/C=C/c1ccccc1Cl)Nc1cccc(O)c1	7	3	.	.	-0.5	1093	4%	i	1	i	-1%	-0.42	0.36	-0.027	1.1	2.5	1.0	2.8
O=C(c1ccco1)N1CCN(c2nc(C(F)(F)F)nc3c2nnn3Cc2ccccc2)CC1	20	0	?	.	-1.5	1188	14%	i	2	i	23%	-0.8	-0.22	-0.94	-0.13	2.8	1.3	7.4
COc1ccc(Cl)cc1NC(=O)CNc1ccc(F)cc1C	1	-6	-0.11	1453	-2.0	1113	18%	i	-7	i	16%	-1	-0.19	-0.54	0.1	3.2	0.7	11
COCCNC(=S)N/N=C(\C)c1cccc([N+](=O)[O-])c1	-5	6	.	.	-0.4	933	12%	i	-3	i	-6%	-1	-0.035	-0.69	1.2	3.2	3.0	6.9
COc1cc(C(=O)NCC(=O)N/N=C(/C)c2cccs2)cc(OC)c1OC	-30	0	0.18	1311	-0.2	934	4%	i	-4	i	-13%	0.38	-0.23	0.51	-1.1	2.7	2.5	7.6
Cc1nn(C)cc1CNC(=O)c1cccc(Cl)c1	3	8	-0.43	1033	1.9	1193	-1%	i	-17	i	-5%	1	-0.47	0.29	-0.22	0.8	2.1	20
CCOC(=O)c1cccc(NC(=O)CN(c2ccc(C)cc2)S(=O)(=O)c2c(C)noc2C)c1	27	1	-1.2	1157	2.1	1409	10%	i	-2	i	7%	-0.25	-0.22	0.037	0.41	1.8	2.0	4.0

Part of the list above, limited to Yfh1-depleted yeast:
smiles,Yfh1-depleted yeast
COc1ccc(CCNC(=O)c2ccc(=O)[nH]n2)cc1OC,i
C#CCNC(=O)C1=C[C@@H](c2ccccc2)[C@H](CCCO)[C@@H](OCC)O1,i

Next part
SMILES	WT yeast gro inh	WT yeast gro inh mutant strain	Insulin prom up	Insulin prom up cell count	bCat nuc transl	bCat nuc transl cell count 5 µM	PMI inhibitors	Autophagy HCS	Autophagy HCS cell loss 18 h	Yfh1-depleted yeast	human PMI inhibitors	Dynein transport	Dynein transport cytoplasmic EGFP	Dynein transport nuclear GR-EGFP	Dynein transport cell count	MT stabilize HCS	MT stabilize HCS Hoechst-high %	MT stabilize HCS cytotoxicity %
Cc1cccc(N2C(=O)CC(SC(=Nc3ccccc3)Nc3ccccc3)C2=O)c1 (stereo unspecified)	24	15	0.18	1807	0.2	1069	16%	i	8	i	13%	-0.025	-0.2	-0.55	-0.065	1.1	2.0	19
COCCCNC(=O)c1oc2ccc(S(=O)(=O)N(C)C3CCCCC3)cc2c1C	-6	-6	-0.18	1154	3.2	1372	11%	i	1	i	7%	0.81	-0.08	0.54	-0.013	9.2	2.3	5.3
O=C(Nc1cccc(C(F)(F)F)c1)c1cnc2n(c1=O)CCS2	5	1	-0.17	1005	.	.	1%	i	9	i	2%	0.016	-0.27	0.039	0.44	4.5	1.8	10
COc1ccc2c(c1)c(=O)oc1c(C)c(OCc3cc(C(=O)O)oc3C)ccc12	19	9	-0.03	1675	2.1	951	-14%	i	27	i	1%	-0.56	-0.21	-0.42	0.5	4.9	3.0	7.5
COCCNC(=O)c1c(C)cc(C)cc1C	-5	7	-0.19	1493	0.9	1507	-1%	i	-9	i	6%	0.23	-0.33	0.41	-0.43	5.4	2.7	9.1
N#CCCN(Cc1cccnc1)C(=S)NC(=O)c1ccco1	5	-12	1.4	1159	-3.0	1030	5%	i	1	i	3%	-0.62	-0.091	-0.25	0.19	2.0	2.2	7.8
CCCOc1ccc(C2C(C(=O)/C=C/c3ccco3)=C(O)C(=O)N2CCN2CCOCC2)cc1OC (stereo unspecified)	6	0	.	.	-0.1	1045	-19%	i	-1	i	46%	0.34	-0.24	0.31	-0.072	3.5	1.7	11
Clc1ccc(Cn2cnc3ccccc32)cc1	11	19	0.06	1271	2.8	1085	-6%	i	3	i	-10%	-0.13	-0.28	-0.12	0.47	3.9	1.7	4.5
CC(NC(=O)CCN1N=C(c2ccccc2)CCC1=O)c1ccc2c(c1)OCCO2 (stereo unspecified)	11	11	0.13	1300	0.0	1130	-4%	i	2	i	-3%	0.88	-0.25	0.3	-0.22	2.2	0.9	0.8
CCSC1=C(C#N)C(c2ccccc2C)CC(=O)N1 (stereo unspecified)	6	-2	-0.14	1254	-6.6	1290	6%	i	2	i	3%	-0.27	-0.22	0.3	0.77	4.0	2.5	1.4
CN(C)C(=O)Cn1c(SCC(=O)N2CCCc3ccccc32)nc2ccccc21	4	-4	-1.6	1094	-7.4	1005	7%	i	-20	i	2%	2	-0.097	1.4	-2	4.6	2.3	4.5
O=C(c1cn(CC(=O)N2CCCCC2)c2ccccc12)C1CC1	-10	-18	-1.3	1095	-8.4	974	-2%	i	9	i	3%	-0.23	-0.21	0.09	0.16	3.8	2.4	7.5
O=c1[nH]cc(COCc2ccccc2)c(=O)[nH]1	-9	-2	-0.68	1315	-0.3	972	6%	i	3	i	5%	0.1	-0.035	0.17	-0.35	0.8	1.9	9.6
CCCCn1c(/N=C/c2ccc3c(c2)OCO3)nc2ccccc21	13	0	0.2	883	.	.	-2%	i	5	i	-2%	0.75	0.12	0.66	-0.32	1.9	1.4	7.2
CSc1ccccc1NC(=O)c1cc(C(C)C)on1	-5	11	.	.	.	.	9%	i	-9	i	12%	-0.071	-0.25	-0.05	-0.19	0.4	0.5	7.9
Cc1nc2c3cc(F)ccc3n(Cc3ccccc3F)c2s1	35	28	-0.35	1221	2.1	847	13%	i	3	i	15%	0.24	-0.2	0.22	-0.56	27*	30*	51*
